hcGAS inh: inhibitors of human cGAS; Q8N884; recombinant h-cGAS, ATP depletion, Kinase-Glo luminescence; inhibition, % at 12.5 µM; hit rate 0.081% among 290,000; AID 1259398;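 also: 0% = vehicle reaction and 100% = reaction without DNA for no activity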
Target sequence (Q8N884 whole entry, looked up): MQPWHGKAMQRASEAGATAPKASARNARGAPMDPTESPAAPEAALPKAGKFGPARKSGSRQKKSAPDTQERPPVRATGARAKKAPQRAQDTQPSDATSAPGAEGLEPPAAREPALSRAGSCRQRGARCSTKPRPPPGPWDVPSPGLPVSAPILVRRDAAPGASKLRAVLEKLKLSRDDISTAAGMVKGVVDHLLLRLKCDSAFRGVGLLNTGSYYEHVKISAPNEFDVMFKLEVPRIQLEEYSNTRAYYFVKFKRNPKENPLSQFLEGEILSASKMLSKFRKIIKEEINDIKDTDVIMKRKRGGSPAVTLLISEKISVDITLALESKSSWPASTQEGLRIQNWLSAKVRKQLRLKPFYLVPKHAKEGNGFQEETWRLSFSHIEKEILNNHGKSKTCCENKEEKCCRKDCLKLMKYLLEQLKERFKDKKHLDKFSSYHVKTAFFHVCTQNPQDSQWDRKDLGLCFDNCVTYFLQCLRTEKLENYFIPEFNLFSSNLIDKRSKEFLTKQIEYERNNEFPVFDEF
NPYLR7 ag: mosquito NPYLR7 agonism; HEK293T NPYLR7/Galpha15, GCaMP6s calcium fluorescence; activation, % at 10 µM; hit rate 0.15% among 270,000; in the data active = activation above about 40%;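 also: 0% = vehicle and 100% = reference agonist at the receptor; some compounds past the cut are filed as inactive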
mcGAS lum: mouse cGAS inhibition by luminescence; Q8C6L5; recombinant cGAS, Kinase-Glo ATP depletion luminescence; inhibition, % at 12.5 µM; hit rate 0.15% among 160,000;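 also: 0% = negative control wells and 100% = reference inhibitor with no enzyme activity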
Starred values were filed as active, the others as inactive; nt = not tested or not shown; & = joins results of further samples. Rule as the data show it, unless noted: active = inhibition above about 40%; inactive = the rest.

SMILES | hcGAS inh | NPYLR7 ag | mcGAS lum
CN(C)CCN(Cc1ccc(F)cc1)C(=O)NC1CCCN(c2ncccn2)C1 (stereo not drawn) | -8 | 6 | -13
O=C(CCn1cnc2ccccc2c1=O)N1CCCC(Nc2ccccc2)C1 (stereo not drawn) | -1 | 1 | nt
c1ccc(-c2nc[nH]c2-c2ccc(C3CCCCO3)o2)cc1 (stereo not drawn) | 1&2 | 7&0 | nt
COC(=O)c1ccc(N2C(=O)CC(N3CCN(C/C=C/c4ccccc4)CC3)C2=O)cc1 (stereo not drawn) | 3 | 1 | 2
CN1C2=C(C(=O)CC(C)(C)C2)C(c2cc(Cl)ccc2O)C2=C1CC(C)(C)CC2=O | -5 | 2 | nt
Cc1cc(NC(=O)NC(CCN(C)C)C(C)(C)C)n(C(C)(C)C)n1 (stereo not drawn) | -8 | 0 | nt
CNC(=O)CC(C)N(C)Cc1ccc2[nH]ccc2c1 (stereo not drawn) | -6 | -4 | nt
Cc1ccc(NC(=O)N2CCC3(CC2)SCCN3C(=O)c2ccc(C(F)(F)F)cc2)cc1Cl | 1 | 3 | -3
CC1=C(C(=O)OCCc2ccccc2)C(c2ccc(Br)s2)NC(=O)N1C (stereo not drawn) | -3 | -10 | -3
COc1ccc2c(c1)CCc1cc(CCC(=O)NCc3ccncc3)n(CCc3cccc(F)c3)c1-2 | -2 | 27 | -6
CCCCCCCCC(=O)Nc1c(-c2cc(C)cc(C)c2)nc2ccccn12 | 0 | -4 | -1
O=S(=O)(NCc1nnnn1-c1ccc(F)cc1)c1ccccc1C(F)(F)F | -7 | 6 | -8
Cc1ccc(-c2c(C)oc(C)c2C(=O)NCCc2c[nH]c3ccccc23)cc1 | -5 | -7 | nt
Cc1cccc(Nc2ccc(NCCNC(=O)Nc3ccc(C)c(F)c3)nn2)n1 | -6 | 11 | nt
COc1ccc(OC)c(-c2ccc(SCC(=O)N3CCCC3)nn2)c1 | -9 | 9 | nt
O=C(Nn1cnc2c(cnn2-c2ccccc2)c1=O)c1cccc([N+](=O)[O-])c1 | -11 | 1 | nt
Cc1cc(N2C(=O)c3oc4cc(C)c(Cl)cc4c(=O)c3C2c2ccccc2)no1 (stereo not drawn) | -7 | 8 | nt
Nc1nnc(SCC(=O)O)s1 | -6&-8 | 3&11 | nt
CC1(C(=O)NS(=O)(=O)c2ccccc2Cl)CCN1C(=O)C1(c2ccccc2)CC1 (stereo not drawn) | -6 | 2 | nt
COCOc1ccc(-c2ncc(OCCN3CCCC3=O)nc2NC(=O)c2ccsc2)cc1 | 1 | -18 | 1
CC1CCCCC1N(C)CCC(=O)Nc1ccccc1 (stereo not drawn) | -8 | 10 | nt
COc1ccc(CN(CC(O)COc2ccccc2)C2CC2)cc1 (stereo not drawn) | -1 | 29 | -4
CC1CCN(C(=O)c2ccc(Cl)c([N+](=O)[O-])c2)CC1 | -5 | 2 | nt
O=C(CSc1nnc(NC2CC2)s1)c1cc(Cl)sc1Cl | -5 | 0 | nt
Clc1ccc(-c2nc3c(OCc4ccccc4)cccn3c2NCc2ccccc2)cc1Cl | -15 | -2 | -7
N#CC(Nc1ccc(F)cc1)c1ccco1 (stereo not drawn) | -7 | 5 | nt
COc1cccc(C(=O)NC(C(=O)NCc2ccco2)C2CCN(C(=O)c3cccc(F)c3)CC2)c1 (stereo not drawn) | -3 | 6 | -2
CCN(CC)C(=O)N1CCCC(C(=O)Nn2cnc3ccccc32)C1 (stereo not drawn) | 0 | -2 | nt
COc1cc(CN2C(=O)CNC2=S)ccc1OCc1ccccc1 | 1 | -1 | nt
Cc1nc(C)c(CN2C[C@H]3CN(C4CCCCC4)C[C@@]3(C(=O)O)C2)s1 | -9 | nt | -5
CC1(C(=O)NS(=O)(=O)Cc2cccc(Cl)c2)CCN1C(=O)Cc1ccsc1 (stereo not drawn) | -3 | 0 | nt
C=CCN1CCN(c2ncc(C)c(N(C)C)n2)CC1 | -11 | 3 | nt
CCc1[nH]nc(C(=O)N(CCOC)CC2CCN(Cc3ccccc3F)CC2)c1C | -5 | 20 | nt
COc1ccc(OC)c(N2CCn3c2nc2c3c(=O)n(C)c(=O)n2C)c1 | -12 | 9 | nt
CCCCCc1ccc(C(=O)Oc2ccc(-c3nc4ccccn4c3NC3CCCCC3)cc2OC)cc1 | -3 | 5 | -7
CC1=NN(CC(=O)c2ccccc2)c2nc3c(c(=O)n(CC(=O)c4ccccc4)c(=O)n3C)n2C1C (stereo not drawn) | -1 | 8 | -8
CN(C)CCNc1nc(NCCCN2CCCC2=O)c2sc(-c3ccccc3)cc2n1 | 3 | 4 | nt
CC(C)COc1nc(-c2ccccc2F)n(-c2ccc(NS(=O)(=O)c3ccc(Cl)cc3)cc2)n1 | -9 | 11 | -5
Cc1nc(SCC(=O)N2CCNC2=O)n(CC(C)C)c1C | -4 | 11 | -6
CCOc1ccc(-c2ccc(OCCNC(=O)CC3CCCCC3)nn2)cc1 | -7 | -1 | -1
NC1CCSc2ccc(F)cc21 (stereo not drawn) | -5 | 3 | nt
O=c1c2sccc2nc(SCc2cc(=O)n3ccccc3n2)n1-c1ccc(F)cc1 | -9 | 9 | nt
CCOC(=O)[C@@H]1C[C@H]2CN(Cc3ccc(OC)cc3)C(=O)c3cccc(c32)N1C(=O)c1ccno1 | -6 | -3 | -9
Cc1cccc(C)c1NC(=O)C(=O)Nn1c(=S)[nH]c2ccccc2c1=O | 0 | 2 | nt
Cc1cccc(NC(=O)CN(c2cccc([N+](=O)[O-])c2)S(=O)(=O)c2ccccc2)c1 | -4 | -1 | -7
CCc1nnc(NC(=O)c2cc3c(C)nn(C)c3s2)s1 | -2 | 6 | 0
Cc1c(C(=O)NC2CCCc3ccccc32)cnc2c(-c3ccc(C(C)C)cc3)cnn12 (stereo not drawn) | -2 | 0 | -5
Cn1nnc2c(SCC(=O)N3CCCCC3)ncnc21 | -8 | 1 | nt
COCCCN(CC(=O)N(CCc1c[nH]c2ccccc12)Cc1ccccc1)C(=O)c1cc(OC)cc(OC)c1 | -5 | 29 | -5
O=C(CSc1nnc(-c2ccccc2)n1-c1ccccc1)N/N=C\c1c(F)cccc1Cl | -8 | -5 | nt
(next part)
SMILES | hcGAS inh | NPYLR7 ag | mcGAS lum
Cc1ccc(C2CCCN2C(=O)C2CC3C=CC2C3)cc1 (stereo not drawn) | -6 | 7 | nt
Cc1[nH]cnc1-c1c(-c2ccccc2)ncn1CCCc1cccnc1 | -2 | nt | -16
Cc1cnn(Cc2nnc(-c3ccc(Br)cc3)o2)c1 | -4 | 1 | nt
O=c1[nH]ccc2c1cnc1ccnn12 | -9 | 3 | nt
NC[C@H]1O[C@H](O[C@H]2[C@H](O)[C@@H](O[C@H]3O[C@H](CO)[C@@H](O)[C@H](N)[C@H]3O)[C@H](N)C[C@@H]2N)[C@H](N)C[C@@H]1O | -6&-6 | -2&-4 | -5
CCN1CCN(c2ccc(NC(=O)CCSc3ccc(F)c(F)c3)cc2)CC1 | 3 | -5 | nt
COc1cccc(CN(C)C(=O)C2Cc3ccccc32)c1 (stereo not drawn) | -6 | 4 | nt
O=C(O)C1CCCCC1C(=O)N1CCN(c2cccc(Cl)c2)CC1 (stereo not drawn) | -5 | -10 | -7
COc1cccc(NC(=O)NCCNc2nc(-c3ccc(Cl)cc3)nc3ccccc23)c1 | 1 | nt | 0
Cn1c(NNC(=O)C(c2ccccc2)c2ccccc2)cc(=O)n(C)c1=O | -7 | -4 | -6
O=C(CSc1ccc2nc(-c3ccccc3)cn2n1)N1CCN(c2ccccc2)CC1 | -10 | 5 | nt
CCCN(Cn1nc(-c2ccccc2F)n(C)c1=S)C1CCS(=O)(=O)C1 (stereo not drawn) | 2 | 1 | -1
CCOc1ccc(-n2nnc3c(N4CCN(C(=O)c5ccc(C)cc5)CC4)ncnc32)cc1 | -5 | -6 | -5
CCCNC(=O)C1(C)CCN1C(=O)C1(c2ccccc2)CC1 (stereo not drawn) | -5 | 12 | -4
Cc1c(C(=O)N2CCN(C(=O)C(C)(C)CCl)CC2)cc(-c2ccc(Cl)cc2)n1-c1ccccc1F | -8 | nt | -6
Cc1cc(C)n(CC(=O)OC(C)C(N)=O)n1 (stereo not drawn) | -6 | -2 | nt
O=C(c1ccccc1OC(F)(F)C(F)F)N1CCc2c(nc[nH]c2=O)C1 | -2 | 4 | -16
CC(=O)NC(CC(=O)N1CCN(C)c2ccccc2C1)c1ccccc1 (stereo not drawn) | -15 | 7 | -6
CC(Cn1cncn1)NC(=O)c1cn(CCN2CCCCC2)nn1 (stereo not drawn) | -8 | 3 | -8
CCCCCCCC/C=C\CCCCCCCC(=O)NCCO | -1 | 2 | -3
COc1cc(C(=O)Nc2cc(C3CC3)nn2-c2nc(C)c(C)c(=O)[nH]2)cc(OC)c1OC | -5 | 11 | nt
COc1cccc(-c2cnnc(N3CCC(OCc4ccccc4)CC3)n2)c1 | -2&17 | 3&-1 | -2
O=C(c1cn(C(c2ccccc2)c2ccccc2)nn1)N1CCC(c2ccccc2Cl)C1 (stereo not drawn) | -12 | 13 | -10
COc1ccc(NC(=O)Cn2nc(C(F)(F)F)c(Cl)c2C)c(OC)c1 | 0 | 8 | -2
O=C(COCc1ccccc1)N1CCN(CC(OCc2ccc(C(F)(F)F)cc2)c2ccc(Cl)cc2)CC1 (stereo not drawn) | -7 | 0 | -6
CCCC(=O)Nc1ccccc1-n1nc(C)cc1C | -16 | 1 | -10
CCCCCCCCCCCCCC(=O)Nc1ccc(N2CCC(C)CC2)c(C(=O)NCCCN2CCOCC2)c1 | -12 | nt | -6
CCCCN(CC(=O)NCC(=O)Nc1ccc(OC)cc1)C(=O)c1cccc([N+](=O)[O-])c1 | -2 | 5 | -2
CC(C)(C)CN1CCN(CC#Cc2ccccc2)CC1CCO (stereo not drawn) | -8 | 4 | nt
NC(=O)c1nc(-c2ccco2)nc2c1[nH]c(=O)n2-c1ccccc1 | -1 | 14 | -4
NC(=O)COc1ccc(CN2CCNC(C(=O)NC3CC3)C2)cc1Cl (stereo not drawn) | 4 | nt | -3
C=CCNC(=O)N[C@H]1[C@H](O)[C@@H]2O[C@H]1c1ccccc12 | -3 | 0 | -5
CC(C)NC(=O)N1CCC(C(NC(=O)c2cccs2)C(=O)N2CCCC2)CC1 (stereo not drawn) | -7 | 21 | -5
COc1cccc(OC)c1OCCCOc1ccc([N+](=O)[O-])cc1 | -1 | -5 | nt
CCCCSc1nnc(NC(=O)C2CC2)s1 | -7 | 27 | -7
CC(=O)Nc1ccc(C(=O)N2CCN(C(=O)C3CC3c3cccs3)CC2)cc1 (stereo not drawn) | -5 | 2 | nt
O=C(c1cccs1)N(Cc1nccn1Cc1ccc(F)c(F)c1)C1CCCCC1 | -6 | 15 | -4
O=C(NCC(F)(F)F)c1cc(COc2ccc(F)c(F)c2)on1 | -7&-5 | -2&16 | -11
CN1C2C=C3C(C#N)C(=N)C(C#N)(C#N)C(c4ccccc4F)C3C1CC2 (stereo not drawn) | 4 | 1 | 1
CN1C[C@@H]2C[C@@H](c3ccc(C4CCCCC4)s3)N3CCC[C@@]23C1=O | -1 | 5 | nt
CCCSc1nc2c(c(=O)n1-c1ccc(OC)c(OC)c1)SCC2 | 1 | -7 | -2
CCOC(=O)c1cccnc1N1CCN(Cc2cccc3nsnc23)CC1 | -1 | 4 | nt
Cc1ccc(C)c(OCCCC(C)(C)C(=O)N2CCN(C(=O)c3ccco3)CC2)c1 | -4 | -8 | nt
Cc1nn(C)c(C)c1CN(Cc1cccc2c1OCO2)C1CC1 | -6 | -3 | nt
CCNC(=S)N=Nc1c(O)[nH]c2ccc(C(C)C)cc12 | -3 | 4 | -3
O=C(O)Cc1cccc(-c2cccc3c2CCNC3)c1 | -7 | 3 | nt
CCCCOc1ccc(S(=O)(=O)Nc2ccccc2C(=O)NCCc2ccc(F)cc2)cc1 | -9 | 24 | -9
Cc1nc2ncnn2c(N2CCN(S(=O)(=O)c3cccc(Cl)c3Cl)CC2)c1Cc1ccccc1 | -6 | nt | -6
CC(=O)Cn1c(=O)c2c(nc3n2CCCN3c2ccc(C)c(Cl)c2)n(C)c1=O | -5 | 2 | nt
O=C(CN1CCN(c2nccc(N3CCC(O)C3)n2)CC1)Nc1ccccc1 (stereo not drawn) | -5 | 3 | -17
Cc1cnn(CC(=O)NCC(NC(=O)Cn2cc(C)cn2)C(C)C)c1 (stereo not drawn) | -5 | 2 | nt
CNC(=O)c1cc2c(C(F)(F)F)nn(C)c2s1 | -8 | 8 | nt

5 compounds already listed, ordered by SMILES length, highest first:
SMILES | hcGAS inh | NPYLR7 ag | mcGAS lum
Cc1nc2ncnn2c(N2CCN(S(=O)(=O)c3cccc(Cl)c3Cl)CC2)c1Cc1ccccc1 | -6 | nt | -6
O=C(CN1CCN(c2nccc(N3CCC(O)C3)n2)CC1)Nc1ccccc1 (stereo not drawn) | -5 | 3 | -17
Cc1cnn(CC(=O)NCC(NC(=O)Cn2cc(C)cn2)C(C)C)c1 (stereo not drawn) | -5 | 2 | nt
CCCSc1nc2c(c(=O)n1-c1ccc(OC)c(OC)c1)SCC2 | 1 | -7 | -2
CCNC(=S)N=Nc1c(O)[nH]c2ccc(C(C)C)cc12 | -3 | 4 | -3

Part of the list above, set out differently.
mol: O=C(O)Cc1cccc(-c2cccc3c2CCNC3)c1
  hcGAS inh = -7; NPYLR7 ag = 3; mcGAS lum = nt
mol: CCCCOc1ccc(S(=O)(=O)Nc2ccccc2C(=O)NCCc2ccc(F)cc2)cc1
  hcGAS inh = -9; NPYLR7 ag = 24; mcGAS lum = -9
mol: Cc1nc2ncnn2c(N2CCN(S(=O)(=O)c3cccc(Cl)c3Cl)CC2)c1Cc1ccccc1
  hcGAS inh = -6; NPYLR7 ag = nt; mcGAS lum = -6
mol: CC(=O)Cn1c(=O)c2c(nc3n2CCCN3c2ccc(C)c(Cl)c2)n(C)c1=O
  hcGAS inh = -5; NPYLR7 ag = 2; mcGAS lum = nt
